PLC-gamma1 inh: PLC-gamma1 (human) inhibition, primary screen. inhibition, % at 12.2 µM. 370,000 compounds, 0.84% hits. P19174. purified PLC-gamma1, fluorogenic substrate, fluorescence. AID 720700; in the data active = inhibition above about 9.5%
UHRF1 binding: UHRF1 methyl-DNA binding inhibition; Q96T88; UHRF1 binding to methylated oligo, TR-FRET; inhibition, % at 4.4 µM; 370,000 compounds, 0.75% hits; AID 687016; in the data active = inhibition above about 21%;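 note: UHRF1 SRA domain binding a hemimethylated CpG hairpin DNA probe; 0% = median of test compound wells and 100% = reference inhibitor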
DDE Tn6 FP inh: disrupts Tn6 cyclic peptide binding to fibrin D-Dimer-E complex; 370,000 compounds, 0.21% hits; inhibition, % at 8.3 µM; Fibrin DD(E) TRITC-Tn6 fluorescence polarization displacement; P02675;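 active = inhibition above a per-campaign cutoff: mean of compounds within control limits plus 3 SD, cut at about 15% in these data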;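 note: 0% = median of all compound wells on the plate and 100% = blocking peptide control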
Target sequence (P02675 whole entry, looked up): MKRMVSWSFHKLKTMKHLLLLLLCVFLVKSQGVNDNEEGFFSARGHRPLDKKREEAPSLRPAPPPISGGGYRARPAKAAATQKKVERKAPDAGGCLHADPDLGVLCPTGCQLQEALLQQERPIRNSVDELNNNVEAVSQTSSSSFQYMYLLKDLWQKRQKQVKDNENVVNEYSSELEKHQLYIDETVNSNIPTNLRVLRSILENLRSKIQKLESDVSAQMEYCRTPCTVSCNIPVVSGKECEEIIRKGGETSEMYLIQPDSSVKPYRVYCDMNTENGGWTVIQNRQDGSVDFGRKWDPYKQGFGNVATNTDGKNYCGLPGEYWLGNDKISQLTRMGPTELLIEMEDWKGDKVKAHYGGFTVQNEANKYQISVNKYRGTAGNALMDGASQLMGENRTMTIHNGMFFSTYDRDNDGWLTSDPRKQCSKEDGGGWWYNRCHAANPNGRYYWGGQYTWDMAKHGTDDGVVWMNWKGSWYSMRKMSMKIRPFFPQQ
ARFGAP1 inh: rat ARFGAP1 inhibition. AID 651572. inhibition, % at 16.5 µM. 360,000 compounds, 0.26% hits. Arfgap1-stimulated ARF1 GTP hydrolysis, GDP FP detection. Q62848;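 active = inhibition above a per-plate limit, mean inhibition of low control wells plus 3 SD, cut at about 25% in these data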;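 note: 0% = DMSO wells with enzyme and 100% = wells lacking Arfgap1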
Target sequence (Q62848 1-136 limits assumed): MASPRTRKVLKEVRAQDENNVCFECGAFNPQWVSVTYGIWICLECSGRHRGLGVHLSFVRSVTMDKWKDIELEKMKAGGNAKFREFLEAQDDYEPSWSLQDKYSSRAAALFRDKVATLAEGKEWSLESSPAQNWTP
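system = rat Arfgap1 catalytic domain, aa 1-136 | technique = FP, GDP Alexa 633 tracer displaced from anti-GDP antibody, 620/688 nm | compound = one concentration, 16.5 µM, DMSO 1.26% | medium = HEPES-based buffer, pH 7.5 | timing = compound-enzyme preincubation 20 min, reaction 120 min, detection 60 min, 25 °C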
ADAM17 inh: ADAM17 inhibition, QFRET primary screen. P78536. recombinant ADAM17, EDANS/DABCYL FRET peptide cleavage. inhibition, % at 6.95 µM. 370,000 compounds, 0.83% hits;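 active = inhibition above the mean of compounds lying between control limits plus 3 SD, set per campaign, cut at about 8.5% in these data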;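 note: 0% = DMSO-only wells as the low control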
PLC-beta3 inh: PLC-beta3 (human) inhibition, primary screen. Q01970. Purified PLC-beta3, fluorogenic substrate, fluorescence. inhibition, % at 12.2 µM. 370,000 compounds, 0.18% hits. AID 720704; in the data active = inhibition above about 11%;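 note: 0% = median of compound wells on plate and 100% = full blocker control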
MBD2 DNA inh: inhibitors of human MBD2 binding to methylated oligonucleotide. TR-FRET. AID 686964. 370,000 compounds, 0.31% hits. Q9UBB5. inhibition, % at 4.4 µM; in the data active = inhibition above about 13%
proKLK7 act: activators of human kallikrein-7 zymogen; P49862; purified proKLK7, EDANS-DABCYL substrate fluorescence; 100% is mature enzyme control, 0% vehicle; activation, % at 7 µM; 370,000 compounds, 0.9% hits; AID 652039;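 active = activation above the mean of all tested compounds plus 3 SD, computed per campaign excluding outliers beyond control limits, cut at about 13% in these data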
Target sequence (P49862 whole entry, looked up): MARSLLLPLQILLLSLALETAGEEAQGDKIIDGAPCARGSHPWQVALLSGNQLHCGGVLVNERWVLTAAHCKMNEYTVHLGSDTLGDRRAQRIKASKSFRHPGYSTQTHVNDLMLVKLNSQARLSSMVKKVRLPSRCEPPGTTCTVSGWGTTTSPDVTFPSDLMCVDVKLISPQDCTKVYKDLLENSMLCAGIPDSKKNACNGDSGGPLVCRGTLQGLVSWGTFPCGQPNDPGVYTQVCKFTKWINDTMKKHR
DDE Tn7 FP inh: inhibitors of Tn7 peptide binding to human fibrin DD(E) | P02675 | FP displacement of FITC-Tn7 peptide from fibrin DD(E); 0% = median of compound wells per plate | inhibition, % at 8.3 µM | 370,000 compounds, 0.13% hits | AID 720508;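 active = inhibition above the mean of compounds falling within the control limits plus 3 SD of them, cut at about 14% in these data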;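 note: 0% = plate median of compound wells and 100% = 10 µM Aha-Tn7 peptide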
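assay system = human clot-derived fibrin DD(E) complex | quantity = Fibrin-DD(E) at 2 µM final | timing = 10 min preincubation, 3 h with tracer, room temperature | signal = fluorescence polarization | measure = percent inhibition | benchmarks = high control wells with 10 µM unlabelled Aha-Tn7 peptide (full inhibition) | replicates = singlicate testing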
ASAP1 GAP inh: inhibitors of human ASAP1 ArfGAP activity; inhibition, % at 16.5 µM; Q9ULH1; 360,000 compounds, 0.19% hits; ASAP1-stimulated ARF1 GTP hydrolysis, GDP FP detection; in the data active = inhibition above about 25%;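 note: 0% = vehicle with enzyme and substrate and 100% = no enzyme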
Starred values were filed as active, the others as inactive; i = inactive; · = not tested or not shown.

SMILES	PLC-gamma1 inh	UHRF1 binding	DDE Tn6 FP inh	ARFGAP1 inh	ADAM17 inh	PLC-beta3 inh	MBD2 DNA inh	proKLK7 act	DDE Tn7 FP inh	ASAP1 GAP inh
CN(C)c1ccc(NC(=O)c2cc3c(=O)n4ccccc4nc3n2C)cc1	-128.1	-5.5	-2.7	7.8	-38.5	-148.9	-5.8	6.5	1.0	-1.6
Cc1ccc(N(Cc2ccccc2)C(=O)c2cccc(S(=O)(=O)N3CC(C)OC(C)C3)c2)cc1 (stereo unspecified)	3.1	0.1	1.6	8.1	2.3	-2.4	3.6	-0.2	3.3	-9.2
C/C(=N\NC(=O)c1ccc(O)cc1)c1ccc2c(c1)OCCO2	-1.8	-1.1	-2.3	-0.6	-2.2	-0.4	-0.4	-0.1	-4.4	-8.7
COc1ccccc1Oc1ccc2c(c1)C(=O)N(CC1CCCO1)C2=O (stereo unspecified)	2.3	1.1	-6.2	-1.6	-3.3	-5.0	8.1	0.3	-4.2	-1.0
CCn1cc(Br)c(C(=O)Nc2ccc(F)cc2F)n1	-0.4	2.2	1.2	-3.0	-3.4	-6.6	0.9	-0.4	2.8	-11.4
CCCCCSc1nnc(-c2cc(Br)ccc2N)c(=O)[nH]1	-3.3	-0.2	2.2	-4.5	-15.4	1.4	0.3	1.3	-0.1	-0.9
CC(=O)c1ccc(S(=O)(=O)N2CCC(NC(=O)c3ccccc3)CC2)cc1	-1.5	3.2	3.3	5.9	-5.4	-9.4	5.7	-0.1	-1.6	-3.8
CN1CCN(CCCNC(=O)c2ccc3c(Cl)c4c(nc3c2)CCCC4)CC1	-1.2	-2.6	9.4	5.1	-0.8	-6.1	-5.3	0.1	2.0	-5.0
CN(C)C=Nc1ccc(Cn2cnc3nc4ccc(Cl)cc4cc3c2=O)cc1	-36.6	-2.1	0.3	·	-25.9	-41.6	-3.1	0.2	-2.2	·
COc1cc(/C=C/c2ccccc2)cc(OC)c1	-16.9	2.4	-1.8	-2.4	-12.7	-27.8	5.5	-3.0	1.2	-13.1
COCCn1c(SCc2ccc(C(=O)OC)o2)nc2cc(Cl)ccc2c1=O	1.7	-0.6	4.5	-1.4	1.4	-0.3	1.7	0.1	-0.8	-13.8
COc1cccc(CNC(=O)CC(NC(=O)c2ccccc2)c2ccccc2)c1 (stereo unspecified)	5.2	2.9	-4.5	6.1	-5.4	-3.5	-6.8	-0.6	-1.8	-0.7
O=C(COC(=O)c1ccccc1O)NCc1ccc2c(c1)OCO2	-5.4	-0.3	-4.0	11.9	-2.3	-8.8	-3.4	4.4	-1.8	-13.4
COc1ccc(OC)c(S(=O)(=O)N2CCc3ccccc32)c1	-1.0	-2.0	10.8	4.8	0.0	3.7	-2.4	0.4	1.3	-1.4
NC(=O)CCC(NC(=O)OCc1ccccc1)C(=O)OCC(=O)c1ccccc1 (stereo unspecified)	-0.9	2.2	-2.3	-9.8	-5.1	1.0	1.5	-0.6	6.8	4.7
CC(=O)N1CCC(C(=O)NC2CCCc3c2cnn3-c2cc(F)cc(F)c2)CC1 (stereo unspecified)	7.4	1.3	-6.9	-7.9	2.5	-3.4	4.6	0.4	-3.3	3.7
CCOC(=O)c1c(C)[nH]c(C(=O)COC(=O)c2c(CC)noc2C)c1C	2.8	-2.5	-4.6	-8.1	-1.3	-5.9	-2.0	-0.2	-4.6	5.5
O=C(NCC1CCCO1)c1cc(C(=O)C2CC2)c[nH]1 (stereo unspecified)	3.3	0.9	-4.6	-8.8	-3.8	0.9	5.7	0.4	1.5	-0.7
Cc1cc(=O)oc2cc(Nc3ccccc3)ccc12	-141.8	2.9	4.3	-8.5	-10.5	-144.3	4.3	0.5	-0.3	-0.4
COc1ccc(-n2nc3ccc(N)cc3n2)cc1	i	-3.4	2.1	5.8	-227.5	i	-1.3	99.2*	-3.3	0.1
COc1cc2c(cc1OC)C(CCc1ccccc1)=NCC2	i	1.0	-4.7	0.8	i	i	-1.1	152.4*	-0.4	0.7
CC(=O)Nc1ccc(NC(=O)c2ccccc2-n2cnnn2)cc1	1.3	-1.9	-0.3	7.4	-2.0	-3.9	3.8	0.0	2.9	-2.0
CC(=O)N/C(=C\c1ccccc1)C(=O)OCC(=O)c1ccccc1	4.2	2.8	5.4	12.3	-2.5	1.2	0.9	-0.3	-4.8	-1.2
Cc1cc(C(=O)Nn2c(C)nc3ccccc3c2=O)ccc1[N+](=O)[O-]	0.5	3.3	-5.7	-5.2	-4.3	0.7	-0.4	-0.1	11.7	3.5
CN1C2=N[C@H](c3ccccc3)CC(=O)N2/C(=C\c2ccccc2)C1Cc1ccccc1 (stereo partly specified)	-7.3	-3.7	-4.7	·	-4.0	-9.9	1.7	-0.4	5.3	·
CCOC(=O)c1nnc(-c2ccccc2)[nH]c1=O	-0.1	0.3	-1.8	-15.5	-0.7	1.3	-2.9	-0.2	2.8	0.5
Nc1c([N+](=O)[O-])cnnc1-c1ccccc1	3.0	-4.8	-5.0	-1.7	-1.4	2.1	0.2	-0.1	-3.5	0.2
O=C(C1CCCN1S(=O)(=O)c1ccc([N+](=O)[O-])cc1)N1CCc2ccccc2C1 (stereo unspecified)	0.6	3.9	-5.2	·	0.8	3.8	2.0	-0.5	-3.6	·
Fc1cc(Br)ccc1Nc1nc2ccccc2n2nnnc12	-8.4	-3.1	3.4	-6.3	-3.1	-7.6	1.3	0.4	1.6	4.4
COc1ccc(/C=N/NC(=O)c2cccnc2)cc1COc1ccc([N+](=O)[O-])cc1	2.2	-3.3	-6.1	0.1	2.0	-14.3	2.7	0.0	5.5	15.8
CNC(=O)c1c(NC(=O)c2ccco2)sc(C)c1C	-26.1	1.0	-6.7	3.8	-0.2	-33.5	4.6	0.2	5.9	10.2
COc1ccccc1CNC(=O)CN1CCN(c2ccc(C(C)=O)cc2)CC1	-1.8	-0.6	-0.3	-4.1	-2.7	-2.2	0.0	0.3	2.2	-17.7
CC(C)NC(=O)c1ccccc1NC(=O)CCc1ccccc1	-3.4	-1.1	1.0	-2.2	-4.5	-0.5	1.3	-0.1	2.3	12.8
Cc1ccc2c(c1)C(=O)c1c(C(=O)O)cccc1-2	-6.0	2.5	-2.7	21.1	-0.9	-1.6	-5.1	0.0	-7.1	6.3
CC(=O)Nc1ccc(-n2cc(-c3ccccc3)[nH]c2=S)cc1	2.1	0.5	-3.6	1.3	1.4	2.0	0.2	-0.6	-4.0	15.1
OC1(CNCc2cn[nH]c2-c2cc3ccccc3o2)CCCCC1	3.5	-1.9	-3.3	-8.0	2.2	-6.2	2.8	0.0	0.8	11.3
CCOC(=O)N1CCC(n2c(=S)[nH]c3cc(OCC)c(OCC)cc3c2=O)CC1	1.6	2.0	-5.1	-8.1	-6.1	0.1	-0.7	0.6	-0.5	-14.8
COc1ccc(-c2onc3ccc(C(C)=O)cc23)cc1	-96.5	-6.3	-2.5	3.6	-25.9	-127.1	-9.0	5.1	6.8	0.8
O=C1c2ccccc2C(=O)N1N=Cc1ccc2c(c1)OCO2	1.4	0.5	-4.3	4.9	-2.7	-4.9	-2.7	0.0	-6.4	-16.4
COc1ccc2c(c1)CC/C(=C\c1ccc(C)o1)C2=O	-150.2	0.6	-3.3	5.2	-47.0	-211.5	-2.2	-1.5	-4.4	5.9
CCCc1cc(=O)oc2cc(OCC(=O)NCCc3ccc(S(N)(=O)=O)cc3)ccc12	-4.2	-1.2	4.0	1.4	-28.8	-17.8	1.7	0.2	8.3	4.1
COc1ccc(C)cc1S(=O)(=O)N1CCN(C)CC1c1ccccc1 (stereo unspecified)	-0.4	1.4	2.5	-5.3	-5.4	-7.5	2.7	0.3	8.0	-10.8
COc1ccc(-c2nc3ccc(N4CCCC4)cc3c(=O)[nH]2)cc1OC	i	-2.4	3.9	13.6	-132.5	i	-2.8	-39.9	2.1	5.7
O=C(O)c1cccc(CSc2nnc(-c3ccc(Cl)cc3)o2)c1	-2.7	0.2	-5.3	14.9	-4.5	-7.6	4.7	0.5	3.1	-12.2
O=C(COc1ccc2c3c(c(=O)oc2c1)CCC3)NC1CCN(Cc2ccccc2)CC1	-2.7	9.5	0.5	-5.4	-9.2	-6.1	1.8	-0.2	6.7	-11.3
O=C(NCc1ccc(F)cc1)C(=O)NCC1OCCN1S(=O)(=O)c1cc(F)ccc1F (stereo unspecified)	-3.9	-1.6	-1.8	10.1	-2.6	-2.0	1.2	0.7	6.3	1.1
CN(CC(=O)Nc1ccc(Cl)c(C(F)(F)F)c1)C(=O)c1ccc(OCC2CCCO2)cc1 (stereo unspecified)	2.5	-2.7	7.6	6.6	8.7*	-15.2	-3.5	0.1	4.2	-10.0
CC1CCCN(C(=O)/C(=C/c2ccco2)NC(=O)c2ccccc2)C1 (stereo unspecified)	-26.5	-2.0	5.9	3.2	-6.0	-42.3	4.9	1.1	-2.5	4.8

Among those listed so far, these contain an NH in an aromatic ring:
SMILES	PLC-gamma1 inh	UHRF1 binding	DDE Tn6 FP inh	ARFGAP1 inh	ADAM17 inh	PLC-beta3 inh	MBD2 DNA inh	proKLK7 act	DDE Tn7 FP inh	ASAP1 GAP inh
CCCCCSc1nnc(-c2cc(Br)ccc2N)c(=O)[nH]1	-3.3	-0.2	2.2	-4.5	-15.4	1.4	0.3	1.3	-0.1	-0.9
CCOC(=O)c1c(C)[nH]c(C(=O)COC(=O)c2c(CC)noc2C)c1C	2.8	-2.5	-4.6	-8.1	-1.3	-5.9	-2.0	-0.2	-4.6	5.5
O=C(NCC1CCCO1)c1cc(C(=O)C2CC2)c[nH]1 (stereo unspecified)	3.3	0.9	-4.6	-8.8	-3.8	0.9	5.7	0.4	1.5	-0.7
CCOC(=O)c1nnc(-c2ccccc2)[nH]c1=O	-0.1	0.3	-1.8	-15.5	-0.7	1.3	-2.9	-0.2	2.8	0.5
CC(=O)Nc1ccc(-n2cc(-c3ccccc3)[nH]c2=S)cc1	2.1	0.5	-3.6	1.3	1.4	2.0	0.2	-0.6	-4.0	15.1
OC1(CNCc2cn[nH]c2-c2cc3ccccc3o2)CCCCC1	3.5	-1.9	-3.3	-8.0	2.2	-6.2	2.8	0.0	0.8	11.3
CCOC(=O)N1CCC(n2c(=S)[nH]c3cc(OCC)c(OCC)cc3c2=O)CC1	1.6	2.0	-5.1	-8.1	-6.1	0.1	-0.7	0.6	-0.5	-14.8
COc1ccc(-c2nc3ccc(N4CCCC4)cc3c(=O)[nH]2)cc1OC	i	-2.4	3.9	13.6	-132.5	i	-2.8	-39.9	2.1	5.7

Compound activity deposited in PubChem BioAssay by The Scripps Research Institute Molecular Screening Center.
